# GPR151 ag = human GPR151 activation. Q8TDV0. PathHunter beta-arrestin GPR151 cells, luminescence. activation, % at 11.2 µM. actives 1% (n = 650,000); in the data active means activation above about 4.9%;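 further: 0% = median of compound wells and 100% = cells with positive control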
# Target sequence (Q8TDV0 whole entry, looked up): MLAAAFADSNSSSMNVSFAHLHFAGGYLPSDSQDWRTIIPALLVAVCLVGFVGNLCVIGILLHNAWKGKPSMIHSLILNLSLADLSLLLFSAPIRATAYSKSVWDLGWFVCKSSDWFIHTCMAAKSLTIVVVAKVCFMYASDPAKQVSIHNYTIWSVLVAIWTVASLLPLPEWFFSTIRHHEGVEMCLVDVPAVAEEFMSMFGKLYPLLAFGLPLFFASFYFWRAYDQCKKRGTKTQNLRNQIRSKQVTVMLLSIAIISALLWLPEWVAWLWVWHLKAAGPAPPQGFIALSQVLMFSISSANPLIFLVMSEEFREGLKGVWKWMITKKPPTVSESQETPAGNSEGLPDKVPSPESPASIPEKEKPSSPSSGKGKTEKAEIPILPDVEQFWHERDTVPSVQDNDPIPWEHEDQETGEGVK
# MITF inh = blocks human microphthalmia-associated transcription factor. AID 1259374. AlphaScreen MITF homodimerization, bead proximity signal. O75030. actives 0.91% (n = 650,000). inhibition, % at 2.6 µM; in the data active means inhibition above about 50%;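 further: 0% = vehicle wells with protein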
# TEAD-YAP inh = TEAD-YAP interaction inhibition | HEK-TIYL cells, TEAD-Gal4/YAP UAS-luciferase luminescence | inhibition, % at 9.12 µM | actives 1.4% (n = 640,000); in the data active means inhibition above about 32%;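 further: 0% = median of test compound wells and 100% = reference inhibitor wells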
# FBW7 activator = activators of human E3 ligase FBW7 | AlphaScreen FBW7–phospho-cyclin E peptide binding, activator screen | normalized activity (activation), % at 26.1 µM | actives 0.13% (n = 650,000) | AID 1259310; in the data active means normalized activity above about 1.9%;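 further: purified mutant Fbw7 with reduced substrate affinity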
# Target sequence (Q969H0 whole entry, looked up): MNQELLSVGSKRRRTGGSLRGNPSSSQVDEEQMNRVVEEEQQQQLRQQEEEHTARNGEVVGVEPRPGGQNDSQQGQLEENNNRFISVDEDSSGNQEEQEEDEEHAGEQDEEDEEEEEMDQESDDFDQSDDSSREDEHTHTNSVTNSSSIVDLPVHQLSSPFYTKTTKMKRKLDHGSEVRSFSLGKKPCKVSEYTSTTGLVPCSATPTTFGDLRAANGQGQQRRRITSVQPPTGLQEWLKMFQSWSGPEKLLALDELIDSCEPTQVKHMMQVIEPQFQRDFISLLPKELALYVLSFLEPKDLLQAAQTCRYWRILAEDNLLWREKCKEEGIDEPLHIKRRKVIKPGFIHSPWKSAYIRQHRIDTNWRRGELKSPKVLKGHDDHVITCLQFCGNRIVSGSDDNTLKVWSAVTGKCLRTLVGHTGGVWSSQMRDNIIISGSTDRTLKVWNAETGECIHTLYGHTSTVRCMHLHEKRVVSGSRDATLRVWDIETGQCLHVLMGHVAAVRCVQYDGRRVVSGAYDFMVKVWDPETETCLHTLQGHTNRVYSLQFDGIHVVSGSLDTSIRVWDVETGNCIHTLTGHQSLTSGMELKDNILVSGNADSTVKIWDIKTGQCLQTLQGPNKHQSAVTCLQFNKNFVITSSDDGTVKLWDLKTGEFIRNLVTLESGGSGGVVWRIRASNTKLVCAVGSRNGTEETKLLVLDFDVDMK
# Starred values were filed as active, the others as inactive; / = not tested or not shown; & = joins results of further samples; ! = not active in a repeat. The list is partial; the hit share may differ from the screen's.
structure,GPR151 ag,MITF inh,TEAD-YAP inh,FBW7 activator
Oc1ccc(C2(c3ccc(O)cc3)CCCCC2)cc1,2.0,-8.0,-2.9,0.1
CNc1cc2nonc2c2nonc12,0.0,13.9,-9.3,-0.1
C=CCc1cc(OC)c2c(c1)OCO2,-1.0,-13.3,-3.9,0.0
Cc1cc(C)c(C2=CCNCC2)cc1C,-0.1,14.5,-5.9,0.2
CC(C)CN1CCN(Cc2ccc(C(F)(F)F)cc2)CC1CCO (configuration not stated),-0.9,13.4,5.8,0.0
c1ccc(-c2ccc(CN3CCOCC3)cc2)cc1,0.3,32.0,3.4,0.0
Cc1cc2n(n1)c(C)cc(C)[n+]2-c1ccccc1,0.2,0.0,8.9,0.1
Fc1cccc(Cl)c1CNC1CN2CCC1CC2 (configuration not stated),4.5,2.5,3.8,0.2
C=CCn1c(C)c(C=C2C(=O)NC(=S)NC2=O)c2ccccc21,0.7,19.6,-2.0,0.0
C[N+]1(C)CCN(c2ccccc2)CC1,-1.2&-0.7,13.1&-8.9,-3.3&-0.2,0.6&0.0
O=C1NC(=S)NC(=O)C1=Cc1cn(-c2ccccc2)nc1-c1cc2ccccc2oc1=O,0.6,9.8,5.9,0.7
CN(C)C(=O)Oc1ccc2cc(Br)ccc2c1Br,-0.9,-5.3,-8.8,0.0
c1cc2c(cc1CCNC1CCCCCC1)OCO2,-0.7,37.4,10.2,0.8
CN1CC=C(c2noc(CCC(=O)Nc3ccccc3Cl)n2)CC1,-1.4,11.8,-8.2,1.1
C=CCc1cc(C=C2C(=O)NC(=S)NC2=O)cc(OCC)c1O,1.6,3.0,1.9,-0.1
CC1(C)CC(=O)C(C2(O)C(=O)NC(=O)NC2=O)=C(O)C1,-1.1,-11.3,2.3,-1.6
COc1ccc(C(=O)Nc2ccc(Cl)cc2C(=O)c2ccccc2)cc1[N+](=O)[O-],0.3,-4.5,-5.4,-0.2
CN1C[C@H](C(=O)N[C@]2(C)O[C@@]3(O)C4CCCN4C(=O)[C@H](Cc4ccccc4)N3C2=O)C=C2c3cccc4[nH]cc(c34)C[C@H]21 (some centres not stated),-0.7,9.3,10.9,-0.1
CSc1nnc(C2CCNCC2)n1C,-0.7,0.7,-0.9,0.0
CC1CN(c2ccc(Cl)cc2[N+](=O)[O-])CC(C)N1 (configuration not stated),-0.6,11.9,5.4,0.2
COc1ccc(N=C2SCCCN2C)cc1,2.4,10.3,1.1,0.1
CCOC(=O)C1=C(N)OC(C)=C(C(=O)OC)C12C(=O)Nc1ccccc12 (configuration not stated),-0.5,3.2,6.0,0.0
N#Cc1ccc(CN2CCN(c3ccccc3F)CC2)cc1,-1.4,36.1,9.0,0.6
CCOc1cc(CNCCc2cccc(OC)c2)ccc1OC,-0.7,25.9,-1.1,0.2
N#Cc1cc(N2CC3CC(C2)c2cccc(=O)n2C3)c([N+](=O)[O-])cc1C#N (configuration not stated),0.2,-10.8,5.9,0.1

# Fetched by compound from the list above, 2 records:
structure,GPR151 ag,MITF inh,TEAD-YAP inh,FBW7 activator
CC1(C)CC(=O)C(C2(O)C(=O)NC(=O)NC2=O)=C(O)C1,-1.1,-11.3,2.3,-1.6
CN1CC=C(c2noc(CCC(=O)Nc3ccccc3Cl)n2)CC1,-1.4,11.8,-8.2,1.1

# (more compounds)
structure,GPR151 ag,MITF inh,TEAD-YAP inh,FBW7 activator
C1=C(c2ccccc2)CCN(Cn2nnc3ccccc32)C1,-1.8,17.0,5.5,0.2
COc1ccc(N=Cc2c(O)n(Cc3cccs3)c(=O)[nH]c2=O)cc1,1.1,-3.8,7.8,-0.1
CCOc1ccccc1CN1CCN(Cc2ccccc2)CC1,-0.2,0.8,5.6,0.0
COc1[nH]c2ccccc2c1C=C(C#N)C#N,1.1,7.3,70.6*,-0.2
CCOc1ccc(CN2CCN(c3ccccc3)CC2)cc1,2.8,35.1,-8.1,0.0
COc1ccc(/C=C/C=C2C(=O)NC(=O)NC2=O)cc1,0.5,-3.9,-6.9,-0.1
O=C(NCCN1CCC2(CC1)C(=O)NCN2c1ccccc1)c1ccc2ccccc2c1,-0.9,-12.3,/,/
C=CCn1c(O)c(C=NCC)c(=O)[nH]c1=S,1.1,17.5,8.9,0.2
Cc1cc(SCc2sc(-c3ccc(C(F)(F)F)c(F)c3)nc2C)ccc1OCC(=O)O,-1.1&2.3,-24.1&8.1,-3.6,0.6
Cc1cccc(-n2c(CN3C(=O)c4ccccc4C3=O)nc3ccccc3c2=O)c1,0.8,8.8,10.9,0.0
N#CC(C#N)=Cc1cc(O)c(O)c(O)c1,-2.0,6.8,-4.6,-0.2
O=C(CF)NC(Nc1ccc(Br)cc1)C(Cl)(Cl)Cl (configuration not stated),-0.3,-14.1,3.5,-0.1
N#CC(C#N)=Cc1ccc(N2CCCC2)cc1,-0.3,11.3,22.8,-0.3
CCOC(=O)C1C2NC(=S)N(c3cccc(Cl)c3)C1(C)Oc1c(OCC)cccc12 (configuration not stated),1.3,47.7,1.7,-0.2
COc1ccc(/C=C/c2nc3ccccc3c(=O)n2-c2ccc(C)c(C)c2)cc1O,-0.2,-8.1,10.3,0.2
CCOC(=O)C1=C(N)c2ccccc2CC12CCCCC2,0.5,2.0,8.9,0.1
CCOC(=O)C1=C(C)OC(N)=C(C#N)C12C(=O)N1c3c(cc(CC)cc32)C(C)CC1(C)C (configuration not stated),9.0*,10.8,4.0,0.0
CCN1C[C@@]2(COC)C3[C@@H](OC)[C@H]4[C@@H]1[C@@]3(C1C[C@@]3(O)[C@H](OC(=O)c5ccccc5)C1[C@]4(OC(C)=O)[C@@H](O)[C@H]3OC)[C@@H](OC)C[C@H]2O (some centres not stated),0.6,9.7,5.0,0.0
COc1ccc(CCN)c2ccccc12,-0.8,8.6,15.9,-0.2
C[N+]1(C)C2CCC1CC(OC(=O)c1ccco1)C2 (configuration not stated),0.1,18.4,2.6,1.2
CC[N+](CC)(CC)CC,2.8,-9.1,-7.0,0.0
C[C@]12CC[C@H]3[C@@H](CC[C@]4(O)C[C@@H](O)CC[C@]34C=O)[C@@]1(O)CC[C@@H]2C1=CC(=O)OC1,0.6,17.9,101.2*,0.1
O=[N+]([O-])c1cc2c(cc1Cl)no[n+]2[O-],0.1,-2.8,-10.6,0.0
Cc1nc2ccc(I)cc2c(=O)n1-c1ccc([N+](=O)[O-])cc1,-0.7,14.3,-1.6,0.0
C=CCNC(=O)c1cccn(Cc2ccc(Cl)cc2)c1=O,0.3,4.6,4.5,-0.1

Compound | GPR151 ag | MITF inh | TEAD-YAP inh | FBW7 activator
C=C(C)[C@@H]1C2C(=O)O[C@H]1[C@H]1OC(=O)[C@@]34OC3C[C@]2(O)[C@@]14C (some centres not stated) | 7.9*! | 18.3&11.2&2.8 | 4.8&-2.3 | 0.3&0.1&-0.1
COc1cccc(C2C(C#N)=C(N)Oc3c2c(=O)oc2ccccc32)c1 (configuration not stated) | 0.8 | 8.0 | 1.3 | 0.0
CC(=O)C1C2NC(=S)NC1(C)Oc1ccccc12 (configuration not stated) | 4.4&-0.8 | 14.7&0.0 | 4.7&1.9 | 0.0&0.0
COc1ccc(O)c(CN2CCN(Cc3ccccc3Cl)CC2)c1 | -0.8 | 51.1* | -2.9 | -0.1
CC(=O)NCCc1c[nH]c2ccccc12 | 0.1&1.9&1.2 | -0.5&12.6&-15.1 | 3.1&-7.0 | 0.1&-0.1&0.0
CN(C)C(=O)Oc1ccc(OC(=O)c2ccccc2)cc1 | -1.6 | -4.9 | 5.5 | -0.1
COC(=O)C1=C(N)OC(c2ccccc2)=C(C(C)=O)C12C(=O)Nc1ccc(Br)cc12 (configuration not stated) | 0.2 | -5.0 | 11.1 | -0.1
CCN1CCN(c2nc3ccccc3c(=O)n2-c2ccc(Cl)cc2)CC1 | 0.8 | 2.1 | -10.6 | 0.2
Cc1nnc(NC(=O)c2c(O)c3ccccc3n(Cc3ccccc3)c2=O)s1 | 0.3 | -2.9 | 9.2 | -0.1
N=c1sccn1Cc1ccccc1Cl | -1.3 | 23.8 | -3.3 | 0.4
Cc1nnc(NC(=O)C(C)Br)s1 (configuration not stated) | -1.4 | 20.1 | 17.1 | 0.5
CCOc1cc2c(cc1OCC)C(c1cccnc1)NCC2 (configuration not stated) | -0.3 | 9.7 | 0.1 | -0.1
CC(=O)Nc1ccc2c(c1)Cc1ccccc1-2 | 0.8 | 18.5 | -31.7 | 0.0
CC12C=CC(C)(O1)C1C(=O)N(c3ccc(Cl)c(C(F)(F)F)c3)C(=O)C12 (configuration not stated) | 0.6 | -15.4 | -0.4 | 0.0
CCOC(=O)C1(c2ccccc2)CCN(CC(=O)Nc2ccc(C(=O)OC)cc2)CC1 | 0.3 | 10.8 | -11.3 | 0.1
COc1ccccc1CC1C(=O)C2CCN1CC2 (configuration not stated) | -0.6 | -15.7 | 0.5 | -0.2
Cc1ccccc1NC1=NCCCS1 | -0.3 | -0.3 | 5.9 | -0.1
CCOC(=O)C1=C(N)Oc2cc(C)n(C)c(=O)c2C12C(=O)N(C)c1ccccc12 (configuration not stated) | 0.8 | -4.6 | -5.7 | 0.1
CCOc1ccc(CN(CCc2ccc3c(c2)OCO3)Cc2ccc(Cl)cc2)cc1 | 0.5 | 17.5 | 0.5 | 0.0
CCN1CCN(Cc2ccc(F)c(Br)c2)CC1 | 0.6 | 44.4 | -2.3 | -0.2
COc1ccccc1CC(C)NCc1cc(NC(C)=O)cc(C(=O)N2CCCC2)c1 (configuration not stated) | -0.4 | 13.9 | -2.5 | 0.2
COC(=O)C1C2c3ccccc3O[C@]1(C)N=c1s/c(=C/c3ccc(F)cc3)c(=O)n12 (some centres not stated) | 1.9 | -3.0 | 1.7 | -0.1
Cc1cccc(NC(=O)C(Cl)(Cl)Cl)c1 | -0.7 | -3.7 | -2.0 | 0.0
N[C@@H](Cn1ccc(=O)n(Cc2ccc(C(=O)O)cc2)c1=O)C(=O)O | -0.5 | -8.9 | / | -0.1
Cn1c(O)c(C=NCCCC(=O)O)c(=O)n(C)c1=O | -0.1 | -14.2 | -2.4 | 0.0
O=C(O)COc1ccccc1/C=C1\C(=O)NC(=O)N(c2ccc(O)cc2)C1=O | 0.1 | 75.1* | 6.0 | -0.3
Cc1cccc(N2CCN(C(=O)CCc3nc(C4=CCN(C)CC4)no3)CC2C)c1 (configuration not stated) | -0.3 | 23.8 | 13.0 | 4.1*
CN1CC[C@@H]2CN3CCc4cccc(c43)[C@@H]2C1 | 0.4 | -10.3 | / | -0.2
O=[N+]([O-])c1ncc[nH]1 | -0.6 | 17.2 | 1.2 | 0.1
O=C(CN1CC(c2ccccc2)CC1=O)NCc1ccc(F)cc1Cl (configuration not stated) | -0.5 | -8.0 | -6.2 | -0.3

# Structural class: the entries above with an aryl thioether with sulfur outside any ring.
Compound | GPR151 ag | MITF inh | TEAD-YAP inh | FBW7 activator
CSc1nnc(C2CCNCC2)n1C | -0.7 | 0.7 | -0.9 | 0.0
Cc1cc(SCc2sc(-c3ccc(C(F)(F)F)c(F)c3)nc2C)ccc1OCC(=O)O | -1.1&2.3 | -24.1&8.1 | -3.6 | 0.6

# Next part:
Compound | GPR151 ag | MITF inh | TEAD-YAP inh | FBW7 activator
CCOC(=O)C1CCN(C=C2C(=O)N(C)C(=S)N(C)C2=O)CC1 | -0.4 | 12.8 | 6.1 | 0.2
C=CCN1C(=O)C2(C(C(=O)OCC)=C(C)OC(N)=C2C(=O)OC)c2ccccc21 (configuration not stated) | 0.5 | -11.1 | -1.2 | 0.1
CCN(CC)P(=O)(C(Cl)C(F)(F)F)N(CC)CC (configuration not stated) | -0.3 | -1.3 | 7.5 | -0.2
Fc1cccc(CN2CCN(Cc3ccccc3F)CC2)c1 | -0.3 | 69.5* | -0.6 | -0.2
COc1cccc(-n2c(/C=C/c3c[nH]c4ccccc34)nc3ccccc3c2=O)c1 | -2.1 | -1.6 | -5.5 | 0.0
C=CCN1C(=O)/C(=C\c2ccc(N3CCOCC3)cc2C)C(=O)NC1=S | -1.6 | -2.8 | 1.7 | -0.3
NP1(=O)C=C(c2ccccc2)OC(c2ccccc2)=C1 | 0.8 | -6.5 | -4.1 | -0.1
CCN(CC)C1CCN(C(=O)c2cn(CCCc3ccccc3)cc(C(=O)NC)c2=O)C1 (configuration not stated) | 0.9 | -8.4 | -6.9 | -0.1
COC(=O)C1C2c3ccccc3OC1(C)N=c1s/c(=C/c3cnn(C)c3)c(=O)n12 (configuration not stated) | 0.2 | 14.8 | 3.7 | 0.1
CC(C)CCCn1c(O)c(/C=C2\C=CC=N2)c(=O)[nH]c1=O | 0.9 | 1.0 | 27.9 | -0.2
Cc1cc(N2CC2)c2c3c(onc13)-c1ccccc1C2=O | 1.4 | 7.7 | 12.5 | -0.8
COc1ccc(-n2c(/C=C/c3ccccc3Cl)nc3ccccc3c2=O)cc1 | 1.4 | 1.4 | 1.1 | 0.0
CCC(C)C(=O)O[C@@H]1C[C@@]2(C)[C@H](c3ccoc3)OC(=O)CC23OC2(C)O[C@]14[C@]1(C)[C@@H](CC(=O)OC)C5(C)CC1(O)[C@](O)(C5OC(=O)C1(C)OC1C)[C@@H](OC(C)=O)[C@]34O2 (some centres not stated) | -1.0 | 11.2 | 4.1 | 0.1
COc1ccccc1N1CCN(C2CCCN(C(=O)Cc3ccn(C)c3)C2)CC1 (configuration not stated) | 0.0 | -5.5 | 4.0 | -0.2
COc1ccc(OCC(=O)N2CCN(Cc3cccc(Br)c3)CC2)cc1 | 0.4 | 63.8* | -10.0 | -0.1
COc1cc(C(O)CN)ccc1O (configuration not stated) | 0.1 | 3.1 | 0.3 | 0.5
CN(C(=O)Cc1ccc(Cl)c(Cl)c1)[C@H](CN1CCCC1)c1cccc(N=C=S)c1 | -0.2 | 3.2 | / | -0.1

# High-throughput results as filed in PubChem BioAssay.
